# Screening data from PubChem.
# mouse EphA4 binding: inhibitors of EphA4 binding to KYL peptide, primary screen, biochemical, colorimetric, mouse EphA4 (AID 689) | EphA4-AP binding to KYL peptide, pNPP A405; higher % means a stronger effect | inhibition, % at 10 µM; hits with a dose series show IC50 in µM | 62,000 tested, 0.1% active; in the data active = a potency from the dose series; inactive = the rest, 99 in 100 with inhibition below about 22%
# Numbers without * were called inactive; & = joins results of further samples. Some of the compounds tested; the hit share may differ from the screen's.
SMILES,mouse EphA4 binding
Cc1cc(NC(=O)c2cccc(F)c2)ncc1NC(=O)c1ccco1,13%
O=C(Nc1cccc(Cl)c1)c1ccccc1C(F)(F)F,6%
C#CCOc1ccc2c(C)cc(=O)oc2c1,-4%
COc1cc(C(=O)Nc2oc(-c3ccccc3)c(-c3ccccc3)c2C#N)cc(OC)c1OC,5%
O=C(CNc1cccc(Cl)c1)c1ccc(Cl)cc1,-4%
CCn1cc(C(=O)NCCCN2CCC(C)CC2)c2cc(OC)c(OC)cc2c1=O,-4%
COc1ccc(Br)cc1S(=O)(=O)N1CCN=C1C,-10%
O=C(CN(CC1CCCO1)C(=O)Cn1nnc(-c2ccc(F)cc2)n1)NC1CCCCC1 (stereo unspecified),-14%
CS(=O)(=O)N(CC(=O)N/N=C/c1cccc2c1OCCO2)c1ccccc1Br,-1%
CCc1nnc(NC(=O)C2CC(=O)N(CCc3ccccc3)C2)s1 (stereo unspecified),7%
C(=N\C(/N=C/c1ccco1)c1ccco1)/c1ccco1,1%
O=[N+]([O-])c1ccc2c(c1)oc1ccccc12,-11%
CCN(CC)C(=O)c1sc(NC(=O)COc2ccc3ccccc3c2)c(C(=O)OC(C)C)c1C,-2%
O=C(COC(=O)c1ccccc1Nc1ccc(SC(F)F)cc1)NCc1ccco1,-4%
Cc1ccc(S(=O)(=O)NCCSc2nnnn2C)cc1,2%
O=C(CSc1ncnc2c(-c3ccc(Cl)cc3)nsc12)c1ccccc1,-7%
FC(F)(F)c1cc(-c2ccc3c(c2)OCO3)nc(NCc2ccco2)n1,-6%
CC(=O)c1cccc(NC(=O)CCC2CCCC2)c1,0%
CC(=O)Oc1oc(-c2ccccc2)nc1C=Nc1ccccc1,5%
CCOc1ccc(S(=O)(=O)Nc2cccc(C(=O)N3CCN(c4ccc(OC)cc4)CC3)c2)cc1,-3%

# In the list so far, these have a halogen:
SMILES,mouse EphA4 binding
Cc1cc(NC(=O)c2cccc(F)c2)ncc1NC(=O)c1ccco1,13%
O=C(Nc1cccc(Cl)c1)c1ccccc1C(F)(F)F,6%
O=C(CNc1cccc(Cl)c1)c1ccc(Cl)cc1,-4%
COc1ccc(Br)cc1S(=O)(=O)N1CCN=C1C,-10%
O=C(CN(CC1CCCO1)C(=O)Cn1nnc(-c2ccc(F)cc2)n1)NC1CCCCC1 (stereo unspecified),-14%
CS(=O)(=O)N(CC(=O)N/N=C/c1cccc2c1OCCO2)c1ccccc1Br,-1%
O=C(COC(=O)c1ccccc1Nc1ccc(SC(F)F)cc1)NCc1ccco1,-4%
O=C(CSc1ncnc2c(-c3ccc(Cl)cc3)nsc12)c1ccccc1,-7%
FC(F)(F)c1cc(-c2ccc3c(c2)OCO3)nc(NCc2ccco2)n1,-6%

# Going on with the list:
SMILES,mouse EphA4 binding
CCc1c(C)[nH]c2c(C)cccc2c1=O,10%
N#Cc1ccccc1S(=O)(=O)N1CCN(c2ccc(S(=O)(=O)N3CCOCC3)cn2)CC1,-6%
Cc1ccc(N2C(=O)C(CN(C)C)C2c2ccccc2)cc1 (stereo unspecified),-9%
Clc1ccc(C2=Nn3c(nnc3-c3n[nH]c4c3CCC4)SC2)cc1,2%
CCOc1ccc(NC2CCN(C(C)=O)CC2)cc1,-8%
CC1CCC2(CC1)NC(=S)N(c1ccccc1)N2 (stereo unspecified),-17%
O=C(O)CCc1ccc(-c2ccc(Br)cc2)o1,-15%
CC(=O)Oc1ccc2c(c1)OC(c1ccccc1)CC21CC(C)(C)NC(=S)N1 (stereo unspecified),-12%
CN1C(=O)CSc2ccc(NC(=O)NCCC3=CCCCC3)cc21,7%
CC(C)N1C(=O)CCC1C(=O)NCCc1ccccc1 (stereo unspecified),-4%
CC1(C)N=C(c2ccccc2)C(=O)N1,-11%
COc1ccc(C2C(C(=O)N3CC(C)CC(C)C3)c3ccccc3C(=O)N2C)cc1 (stereo unspecified),-11%
CSc1nsc(SC)c1NC(=O)N1CCCC1,-9%
Cc1cc2ncn(-c3ncnc4sc5c(c34)CCC(C)C5)c2cc1C (stereo unspecified),-14%
CC(=O)c1cn(CC(=O)NCc2ccco2)c2ccccc12,-10%
CC(C)C(NC(=O)CN1C(=O)c2ccccc2S1(=O)=O)C(C)C,10%
CCCCn1c(=NC(=O)c2cccnc2)c(C#N)cc2c(=O)n3cccc(C)c3nc21,-19%
Cc1ccc(N(CC(=O)Nc2ccccc2-c2ccccc2)S(=O)(=O)c2ccccc2)cc1,-9%
O=C(Nc1ccc(Cl)cn1)c1ccc(I)cc1,2%
CCCc1ncc(C(O)c2cccc(OC)c2OC)n1C (stereo unspecified),-2%

# A few values from above:
# COc1ccc(C2C(C(=O)N3CC(C)CC(C)C3)c3ccccc3C(=O)N2C)cc1 (stereo unspecified) in mouse EphA4 binding has -11%
# CC1(C)N=C(c2ccccc2)C(=O)N1 in mouse EphA4 binding has -11%

# The list goes on:
SMILES,mouse EphA4 binding
COn1c(SC(C)C)nc2ccccc2c1=O,-2%
CC(C)Sc1nc(C(F)(F)F)cc(=O)n1-c1ccccc1,4%
CCOc1cc(C(=S)N2CCOCC2)ccc1OC(=O)Cc1ccccc1,0%
Cc1nc2sc(C(c3ccc(Cl)cc3)N3CCN(C(=O)c4ccco4)CC3)c(O)n2n1 (stereo unspecified),1%
Cc1ccc(-c2nc3ncccn3c2NC(=O)C2CC2)cc1,-6%
CCC(C)C(NC(=O)c1ccccc1NC(=O)c1ccco1)C(=O)O (stereo unspecified),-6%
CC1=C(C(=O)OCCc2ccccc2)C(c2cccc(Cl)c2)CC(=O)N1 (stereo unspecified),-10%
O=C(O)c1cc2ccccc2c(=O)s1,4%
O=C(NCc1ccccc1Cl)c1cnc2n(c1=O)CCS2,-5%
CC(C)N=C(NS(=O)(=O)c1ccccc1)c1ccccc1,-6%
COc1ccc(-c2nnc(-c3ccc(Br)o3)o2)cc1OC,7%
CCc1ccc(C2(C)SC(NC(C)=O)=NN2C(C)=O)cc1 (stereo unspecified),-3%
O=C(CSc1nnc(-c2cccs2)n1-c1ccccc1)Nc1ccccc1,-7%
Cc1cccc(OCc2nnc(SCC(=O)N3CCCC3)n2C)c1,-46%
COCCOC(=O)C1=C(C)NC(=O)NC1c1cn(-c2ccccc2)nc1-c1cccs1 (stereo unspecified),-8%
Cc1cccc(N2CCN(C(=O)Cn3cccc3)CC2)c1C,-16%
O=S(=O)(NCc1ccccc1)c1cnc[nH]1,-13%
COc1ccc(-c2nnc3sc(-c4ccccn4)nn23)cc1,-10%
O=C(c1ccco1)N1CCN(C(=O)c2ccc(COc3ccc(F)cc3)o2)CC1,6%
O=C(c1cc(C2CC2)on1)N1CCOCC1,-2%
O=C(CSc1nncs1)N1c2ccccc2Sc2ccccc21,-4%
CN(C)CC(O)COc1cc2ccccc2cc1C(=O)N1CCCCC1 (stereo unspecified),-2%
COc1ccc(Cl)cc1NC(=O)c1ocnc1C,26%
Cc1ccc(N2C(=O)C3C4CC(=O)C(c5ccccc54)C3C2=O)cc1 (stereo unspecified),-11%
Cc1cc(C)cc(N(C(=O)C(F)(F)F)C(C(=O)NC2CCCCC2)c2cccs2)c1 (stereo unspecified),-9%
CN1CC(=O)NC1=NC(=O)c1cc(F)c(F)cc1Cl,-6%
CCc1nnc(NC(=O)C2CCCN(c3nc(C)cc(C)n3)C2)s1 (stereo unspecified),-5%
CCOC(=O)CNC(=O)CSc1nnc(Cn2c(=O)sc3ccccc32)n1-c1ccccc1C,-7%
CC1(O)c2ccccc2C(=O)N1Cc1ccccc1 (stereo unspecified),9%&-20%
CCOC(=O)NC(NC(=O)OCC)C(=O)c1ccc(F)cc1,-3%
Cc1ccccc1C1C2=C(CC(C)(C)CC2=O)NC2=C1C(=O)CC(C)(C)C2,-8%
Cc1cc(C)c2[nH]c(=O)c(CN(Cc3ccco3)C(=O)C3CCCO3)cc2c1 (stereo unspecified),-5%
NC(=O)CSc1nnc(-c2ccc(S(=O)(=O)N3CCOCC3)cc2)n1CC1CCCO1 (stereo unspecified),-10%
O=C(Nc1sc2c(c1C(=O)NCC1CCCO1)CCCC2)c1cccs1 (stereo unspecified),1%
CCN(CC)CCN1C(=O)C(=O)/C(=C(/O)c2ccncc2)C1c1ccccc1 (stereo unspecified),-6%
COc1cccc(Nc2ncccc2C(=O)O)c1,0%
CCC(=O)Nc1ccccc1C(=O)N1CCN(Cc2ccccc2)CC1,-15%
CC1CC(C)(C)NCCNC(C)CC(C)(C)NCCN1 (stereo unspecified),-13%
COC(=O)c1cc2sc(Cl)cc2n1CC(=O)Nc1ccc(OC)c(OC)c1OC,-23%
COc1ccc(-c2nnc(SC(=O)N3c4ccccc4Sc4ccccc43)o2)cc1,-8%

# Gathered by group, those above containing an NH in an aromatic ring
SMILES,mouse EphA4 binding
CCc1c(C)[nH]c2c(C)cccc2c1=O,10%
Clc1ccc(C2=Nn3c(nnc3-c3n[nH]c4c3CCC4)SC2)cc1,2%
O=S(=O)(NCc1ccccc1)c1cnc[nH]1,-13%
Cc1cc(C)c2[nH]c(=O)c(CN(Cc3ccco3)C(=O)C3CCCO3)cc2c1 (stereo unspecified),-5%

# Going on with the list:
SMILES,mouse EphA4 binding
O=C(NCCC1=CCCCC1)c1coc(=O)c(Br)c1,-8%
Cc1ccc(CCNC(=O)CN2CCN(Cc3ccccc3F)C2=O)cc1,-3%
Cc1ccc(/C(O)=C2\C(=O)C(=O)N(CCCC(=O)O)C2/C=C/c2ccccc2)cc1 (stereo unspecified),0%
COc1ccc(CC(=O)NNC(=O)c2ccoc2C)cc1OC,-15%
COc1cc2[nH]c3c(N4CCN(c5ccccn5)CC4)ncnc3c2cc1OC,-12%
CCc1ccc(OCC(=O)NC(NC(=S)Nc2ccc(C)cc2C)C(Cl)(Cl)Cl)cc1 (stereo unspecified),-3%
COc1ccccc1-c1nc2n(n1)C(c1ccccc1Cl)C(C(N)=O)=C(C)N2 (stereo unspecified),10%
CCCOc1c(OC)cccc1C1CC(=O)Nc2cc(OC)c(OC)c(OC)c21 (stereo unspecified),-5%
CCOCCCN1C(=O)CN(C2CCCCC2)C(=O)C1c1ccc(OC)c(OC)c1 (stereo unspecified),3%
CCN(CC)CCCC(C)NC1=NCCCCC1 (stereo unspecified),-7%
O=S(=O)(CCc1ccccc1)/N=C/c1cccs1,-14%
CCCCCCC(=O)Nc1nc(C)c(-c2csc(Nc3cc(Cl)ccc3OC)n2)s1,8%
CCOC(=O)c1cc(-c2cccs2)nn1CCC#N,-2%
CCOC(=O)c1c(C)[nH]c(C(=O)Nc2ccc3c(c2)OCO3)c1C,-16%
CCN1CCN(c2ncnc3c2oc2nc(C(C)C)c4c(c23)CCC4)CC1,-9%
O=C(CSc1nc2ccccc2o1)Nc1ccccc1N1CCCCCC1,-14%
c1ccc(Cn2c(-c3ccco3)nc3ccccc32)cc1,5%
COc1ccc(-c2nsc3c(SCC(=O)Nc4cc(C)ccc4C)ncnc23)cc1,-8%
Cc1ccc(-n2nnnc2SCC(=O)NNC(=O)c2ccco2)cc1C,-12%
O=C(Nc1nnc(C2CC2)s1)C1Cc2ccccc2CN1S(=O)(=O)c1ccccc1F (stereo unspecified),-13%
CC1(C)CC(=O)c2cc(OCC(=O)O)ccc2O1,11%
CCCCc1c(O)nc(SCC(=O)NCC2CCCO2)[nH]c1=O (stereo unspecified),-10%
O=C(NCc1ccco1)Nc1cccs1,0%
CCOc1ccc(N2C(=O)/C(=C/c3ccc(N(CC)CC)o3)C(=O)NC2=S)cc1,-2%
COc1ccc(C2CC(c3ccc(Br)cc3)Nc3nc(N)nn32)cc1 (stereo unspecified),-14%
CC(Sc1nnc(-c2ccc(Cl)cc2)n1C)C(N)=O (stereo unspecified),3%
COc1ccc(OC)c(S(=O)(=O)N2CCCc3ccccc32)c1,-10%
N#Cc1nc(Cc2cccc3ccccc23)oc1N1CCC(C(N)=O)CC1,-10%
COc1ccc(C(=O)Nc2nnc(-c3ccccc3)o2)cc1OC,-15%
CCCn1c(N)c(N2CCCCC2)c(=O)n(CC(=O)Nc2ccccc2)c1=O,-22%
CCN(CC)c1ccc(C(=O)Nc2ccc(Cl)cc2Cl)cc1,2%
Cn1cc(Cl)c(C(=O)OCC(=O)Nc2ccccc2)n1,-12%
Cc1ccc(Nc2cnn(C34CC5CC(CC(CC(=O)O)(C5)C3)C4)c(=O)c2Cl)cc1C,-12%
COc1ccccc1-c1cc(C(F)(F)F)nc(S(=O)(=O)CCCC(=O)NC(C)C)n1,-13%
CCn1c(COc2cccc(C)c2)nnc1SCC(=O)Nc1cccc(C(=O)OC)c1,-23%
CCc1onc(C)c1C(=O)Nc1cc(C)ccc1OC,-14%
CC(O)c1cccc(NC(=O)CCC(=O)O)c1 (stereo unspecified),-1%
Cn1c(=O)cc(SCC(=O)NCC2COc3ccccc3O2)c2ccccc21 (stereo unspecified),1%
Cc1cc(C)nc(Nc2n[nH]c(COc3ccc4ccccc4c3)n2)n1,-9%
CCOc1ccc(Nc2nc(Cc3nnc(SCC(=O)c4ccc(C)cc4)o3)cs2)cc1,-7%
CCOc1ccc(OCC)c(NC(=O)C2CCCN(c3nc(C)cc(C)n3)C2)c1 (stereo unspecified),-9%
Cc1cccc(Oc2c(C=O)c3ccccc3n2C)c1,-12%
COc1ccc(OC)c(NC(=O)C2CCCCC2C(=O)O)c1 (stereo unspecified),-5%
COc1ccc(/C=c2\sc3n(c2=O)C(c2ccc(OC)cc2)C(C(=O)OC(C)C)=C(C)N=3)cc1 (stereo unspecified),15%
CCN(CC)C(=O)CN(C#N)c1nc(NC(C)C)nc(NC(C)C)n1,-3%
N#CCCn1cc(C(CC(=O)c2ccc(Br)cc2)C(=O)O)c2ccccc21 (stereo unspecified),-6%
COc1nc(NC23CC4CC(CC(C4)C2)C3)nc(OC)n1,-4%
Cc1[nH]c2ccccc2c1CCNC(=O)c1ccc2c(c1[N+](=O)[O-])C(=O)c1ccccc1C2=O,-9%
O=C1c2ccccc2S(=O)(=O)N1CC1CC(c2ccccc2)=NO1 (stereo unspecified),-23%
CC(C)CCNC(=O)CN(C(=O)Cn1nnc(-c2ccccc2F)n1)c1cccc2c1CCCC2,-8%
Cc1ccc(-c2nnc(N(C)C(=O)c3cccnc3)s2)cc1,-22%
COC(=O)Cn1c(C)nc(=O)c(-c2ccccc2)c1C,-4%
